Wee1 degr inh: Wee1 degradation inhibitors, primary screen, cell-based, HeLa, Wee1K328M-luciferase, luminescence | reporter increase, % at 5 µM | HeLa Luc-Wee1K328M stability; 100% = proteasome inhibitor MG132 effect | 220,000 tested, 1.2% active | AID 1321, 2008;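 active = activation above the mean of all tested compounds plus 3 SD, set per screening run, cut at about 8.8% in these data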;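 also: cells exposed to compound for 20 h before luminescence read; 0% = DMSO alone and 100% = MG132 at 30 µM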
Target sequence (P30291 whole entry K328M): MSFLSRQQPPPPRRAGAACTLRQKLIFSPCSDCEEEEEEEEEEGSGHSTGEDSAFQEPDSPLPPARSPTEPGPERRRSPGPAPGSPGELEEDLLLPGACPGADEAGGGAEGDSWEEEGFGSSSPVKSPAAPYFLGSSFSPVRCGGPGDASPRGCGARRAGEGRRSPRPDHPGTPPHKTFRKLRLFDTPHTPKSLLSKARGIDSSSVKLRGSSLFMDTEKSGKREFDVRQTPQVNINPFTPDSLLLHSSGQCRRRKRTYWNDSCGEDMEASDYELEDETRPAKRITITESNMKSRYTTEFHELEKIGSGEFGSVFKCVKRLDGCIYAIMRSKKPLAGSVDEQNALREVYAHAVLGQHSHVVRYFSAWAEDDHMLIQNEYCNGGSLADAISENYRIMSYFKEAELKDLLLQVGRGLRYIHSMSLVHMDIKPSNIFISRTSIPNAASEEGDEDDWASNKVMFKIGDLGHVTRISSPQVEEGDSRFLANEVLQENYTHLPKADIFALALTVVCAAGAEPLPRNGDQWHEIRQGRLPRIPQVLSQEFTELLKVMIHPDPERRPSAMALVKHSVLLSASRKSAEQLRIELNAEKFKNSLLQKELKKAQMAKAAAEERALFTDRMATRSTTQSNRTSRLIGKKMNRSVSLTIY
CHOP inhibitor: inhibitors of CHOP promoter induction, primary screen, cell-based, unfolded protein response, luciferase reporter. inhibition, % at 10 µM. CHO-K1 CHOP-promoter luciferase, tunicamycin-induced, 15-18 h. AID 2732, 2010. 220,000 tested, 3.8% active;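 active = compounds that reduced the stress-induced luciferase reporter signal by more than about 70% of percent inhibition, limit read from the data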;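 also: 0% = tunicamycin plus vehicle and 100% = wells without tunicamycin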
BaF3 parental: parental Ba/F3 cell viability inhibition, counter-screen for JAK2V617F inhibitor project, murine pro-B, CellTiter-Glo luminescence; CellTiter-Glo ATP luminescence; inhibition, % at 5.6 µM; 220,000 tested, 1.1% active;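 active = inhibition above a per-campaign cutoff, the mean inhibition of all tested compounds plus 3 SD, cut at about 27% in these data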;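 also: 0% = DMSO wells and 100% = JAK Inhibitor I control wells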
zfTRPN1 agonist: zebrafish TRPN1 channel agonists, primary screen, cell-based, HEK293, calcium fluorescence. transient receptor potential cation channel N1 (TRPN1/NompC), Danio rerio. HEK293 zebrafish TRPN1-YFP, Fluo-8 calcium fluorescence; 100% = response to 87 µM carbachol. activation, % at 3 µM. 220,000 tested, 0.18% active. AID 1424, 2008;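 active = activation above its plate's cutoff, the mean activation of test wells on that plate plus 3 SD, cut at about 19% in these data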;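 also: 0% = DMSO alone and 100% = 87 µM carbachol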
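Material: zebrafish TRPN1-YFP in HEK293 cells; Doses: single test compound dose, 3 µM nominal, 0.3% DMSO; Timing: dye loading 1 h at 37 °C, then 30 min room temperature; Technique: intracellular calcium fluorescence with Fluo-8; Benchmarks: high carbachol 87 µM, low DMSO alone.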
TNF necrop inh: inhibitors of TNF-alpha triggered necroptosis, primary screen, cell-based, Jurkat FADD-/-, single concentration; Jurkat FADD-/- TNF necroptosis rescue, ATP luminescence, 24 h; 0 = TNF only, 100 = no-TNF cells; 220,000 tested, 0.068% active; activation (protection from cell death), % at 10 µM;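 active = activation, meaning protection from cell death, of at least 50% relative to plate controls; inactive = activation below 50%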;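 also: necroptosis triggered by 40 ng/mL TNF-alpha added together with compound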
Ba/F3 V617F tox: reduced viability of JAK2V617F-dependent Ba/F3 cells, primary screen, JAK2V617F inhibitor project, cell-based, Ba/F3 EpoR-JAK2V617F, luminescence; ATP luminescence; inhibition, % at 5.6 µM; 220,000 tested, 1.1% active;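 active = inhibition above the campaign mean plus 3 SD over all tested compounds, cut at about 24% in these data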;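 also: cytokine-independent growth of Ba/F3 cells driven by EpoR plus mutant JAK2; 0% = DMSO-treated cells and 100% = JAK inhibitor I control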
TRPML3 ag: human TRPML3 channel agonists, primary screen, cell-based, HEK293 TRPML3-YFP, Fluo-8 calcium fluorescence, 3 µM | Mucolipin-3 (Homo sapiens), Q8TDD5 | 100% = the carbachol control signal | activation, % at 3 µM | 220,000 tested, 0.29% active;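 active = activation above its plate's cutoff, the mean activation of the plate's test wells plus 3 SD, cut at about 12% in these data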;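 also: 0% = DMSO only wells and 100% = carbachol wells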
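Material: HEK293 cells stably carrying human TRPML3-YFP; compound dosing: single dose, 3 µM final nominal compound, 0.3% DMSO final; incubation: 1-h 37 °C dye load, 5-s basal, 120-s post-compound reads; technique: Fluo-8 intracellular calcium fluorescence, excitation 470-495 nm, emission 515-575 nm; read-out basis: percent activation from peak-to-basal fluorescence ratio, scaled between DMSO and carbachol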
RBBP9 inhibitor: human RBBP9 inhibitors, primary screen, biochemical, fluorescence polarization, FP-Rh probe, HTS; Serine hydrolase RBBP9 (Homo sapiens), O75884; recombinant RBBP9; inhibition, % at 7.94 µM; 220,000 tested, 0.2% active; AID 1515, 2009;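 active = inhibition above the campaign mean of all tested compounds plus 3 SD, cut at about 14% in these data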;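 also: plate controls were DMSO wells with RBBP9 for no effect and wells lacking RBBP9 protein for full effect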
Target sequence (O75884 whole entry, looked up): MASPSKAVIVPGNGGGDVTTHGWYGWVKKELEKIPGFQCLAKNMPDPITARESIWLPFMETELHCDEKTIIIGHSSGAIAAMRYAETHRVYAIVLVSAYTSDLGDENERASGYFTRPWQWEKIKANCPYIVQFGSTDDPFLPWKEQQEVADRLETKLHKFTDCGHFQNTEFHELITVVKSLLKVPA
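Test system: recombinant human RBBP9. Quantity: 2.5 µM RBBP9 dispensing solution, before mixing. Detection: FP readout at 525/598 nm. Reagent: Serine-hydrolase probe FP-Rh, 375 nM pre-mixing. Measure: % inhibition. Control set: DMSO-treated enzyme wells and wells lacking RBBP9. Buffer or medium: Tris-NaCl-Pluronic buffer, pH 8.0. Times: preincubation 30 min plus labeling 45 min at 25 °C.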
PPC-1+TRAIL kill: compounds killing PPC-1 cancer cells with TRAIL present, primary screen, TRAIL potentiator project, ATPLite luminescence, uHTS. 220,000 tested, 0.41% active. PPC-1 cells + TRAIL, ATPLite viability luminescence. cell killing (% activity), % at 4 µM;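 active = cell killing above 50% in the first pass at 4 µM, then a duplicate retest at 5 µM averaging 50% or more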;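 also: plate controls were cells with TRAIL plus DMSO for no effect and medium-only wells lacking cells for full effect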
The depositor's hits bear a star; · = no result given.

SMILES	Wee1 degr inh	CHOP inhibitor	BaF3 parental	zfTRPN1 agonist	TNF necrop inh	Ba/F3 V617F tox	TRPML3 ag	RBBP9 inhibitor	PPC-1+TRAIL kill
Cc1ccc2[nH]cc(C(=O)NCc3cccs3)c(=O)c2c1	-2	5	6	5.6	-1.4	2	6.1	-6	12
Cc1ccc(/C=N\NC(=O)c2csnn2)cc1	-1	19	2	-0.4	-1.3	-3	0.1	10	19
Cc1oncc1-c1cn2ccccc2n1	2	-8	3	-0.5	0.3	-4	-0.7	2	6
COCC(C)NC(=S)N1CCN(c2ccccc2Cl)CC1 (centres undefined)	-1	42	0	1.0	-1.3	-1	0.3	5	-1
CCOc1ccc(NC(=O)CCN2CCCCC2)cc1	3	7	1	0.4	0.8	-2	-0.1	-9	8
O=C(CN1CCN(c2ccccn2)CC1)Nc1ccc(OCc2ccccc2)cc1	-3	65	2	2.6	-6.0	-1	0.3	-8	-3
COc1ccc(C(=O)c2c(C(F)(F)F)oc3c2C(=O)c2ccccc2C3=O)cc1	-1	106*	0	-1.0	-18	0	0.0	-11	21
Nc1nc(-c2ccco2)nn1S(=O)(=O)c1ccccc1	-1	-20	2	0.8	0.7	2	0.6	-5	13
CCn1c(SCC(=O)N2CCN(c3ccccc3)CC2)nnc1-c1ccoc1C	4	9	-5	1.6	-0.4	-2	2.9	-5	3
Cc1cc(-c2ccccc2)n2nc(N)nc2n1	2	-12	-3	2.1	1.5	-4	0.6	-2	5
Cc1ccc(-n2ncc3c(=O)n(CC(=O)OCc4ccccc4)cnc32)cc1	-2	-7	1	0.6	-1.4	-1	0.9	-3	-2
O=C(N/N=C/c1cccnc1)c1cc(-c2cccs2)nc2ccccc12	-2	-7	3	1.5	-8.4	-6	1.1	-5	8
CC(C)CNS(=O)(=O)c1ccccc1C(=O)N1CCCCC1	0	-2	5	1.8	0.8	2	0.1	-7	3
COc1ccc(OC)c(-n2c(SCC(C)=O)nnc2-c2cccc(S(=O)(=O)N(C)C)c2)c1	-2	-12	3	-0.3	-2.1	0	0.5	1	10
COCc1cc(Sc2c(Cl)cccc2Cl)nc(-c2ccccc2)n1	2	4	4	-0.4	-4.6	0	-0.4	-2	10
CCCNS(=O)(=O)c1ccc(CCC(=O)NCc2ccco2)cc1	0	-8	3	-1.2	-2.4	-2	0.2	-4	-5
O=c1cc(CN2CCN(c3ccccc3F)CC2)c2cc3c(cc2o1)CCCC3	-2	35	5	-0.8	-0.2	1	0.8	0	27
CCOc1cccc2c1OC1(CCCCC1)N1N=C(c3cccnc3)CC21 (centres undefined)	-2	9	1	0.1	1.3	-3	1.0	0	3
O=C1/C(=C\c2ccco2)SC(=S)N1c1ccc(O)cc1	-1	-34	8	-0.4	0.1	0	0.1	2	17
COC(=O)C1C(=O)C2=C(CC1C)NC(=O)CC2c1ccccc1 (centres undefined)	-3	25	5	0.0	-1.2	-2	0.1	-2	-6
Cc1ccc(CSC2=NCCN2C(=O)c2ccc(S(=O)(=O)N(C)C)cc2)cc1	0	-4	3	-1.3	0.0	-1	0.8	0	-6
COc1ccccc1N(CN1CCCC1=O)C(=O)COc1ccccc1	-2	-1	1	2.0	0.5	-1	0.1	6	-11
ON1C(c2ccccc2C(F)(F)F)N(O)[C@H]2CCCC[C@H]21 (some centres undefined)	2	-5	0	0.8	-3.3	-3	0.2	-3	-9
OCCN1CCN(c2cc(C(F)(F)F)nc3ccccc23)CC1	9	5	2	0.7	-0.2	1	0.8	-8	34
O=C1C(NS(=O)(=O)c2cccs2)=C(N2CCN(c3ccccc3)CC2)C(=O)c2ccccc21	0	-4	4	-1.0	-5.8	4	0.8	-9	24
Cc1cc(C)nc(-n2nc(C)cc2NC(=O)CNC(C)c2ccccc2)n1 (centres undefined)	-2	19	3	0.7	-1.4	-1	0.3	-5	7
Cc1ccc(-n2nc3ccc(N)cc3n2)cc1	2	35	5	2.5	-6.8	-3	0.4	-4	26
Cc1ccc(C2(O)C(=O)c3ccccc3C2=O)c(O)c1C	-3	20	-1	0.7	4.3	-2	0.6	0	-8
O=C(O)COCCN1CCN(C(c2ccccc2)c2ccc(Cl)cc2)CC1 (centres undefined)	3	2	1	-1.1	0.0	-2	0.2	-2	-6
COc1cccc(C(=O)Nc2ccc(Cl)c(C(F)(F)F)c2)c1	-1	71*	-3	2.6	-2.2	1	0.3	-11	10
OCCCCc1nccc2c1[nH]c1ccccc12	1	-4	0	0.1	5.4	-2	-0.5	-2	10
CC1(c2ccc3ccccc3c2)NC(=O)N(CC(=O)NCc2cccs2)C1=O (centres undefined)	-3	23	7	-1.9	0.9	-2	0.1	-7	2
O=C(CCC(=O)c1cccs1)Nc1ccccc1F	-2	-17	1	0.6	-1.2	-5	-0.1	-3	12
CCOC(CNC(=O)c1ccc2c(c1)ncn2-c1cccc(F)c1)OCC	-2	1	5	0.8	1.4	4	0.4	-4	9
Cc1cccc(C)c1OCC(=O)OC/C(O)=C(\C#N)c1nc2ccccc2[nH]1	0	58	6	5.8	6.5	2	0.2	-10	-2
Cc1cc(N2CCCc3ccccc32)n2ncnc2n1	0	6	1	-0.1	0.9	4	0.1	-10	1
CN1CCN(c2ccc(S(=O)(=O)N3CCOCC3)cc2NC(=O)CCc2ccccc2)CC1	1	-3	-6	1.2	3.4	-2	0.7	-7	8
O=c1ccc(Cl)cn1Cc1ccccc1F	-3	-9	4	-0.3	-2.2	-1	0.5	-7	11
Cn1c(=O)[nH]c(=O)c2c1nc(N1CCCCCC1)n2CCN1CCCCCC1	-2	13	8	-0.4	-0.7	5	-1.2	-2	8
Oc1ccc(NCc2ccccc2OCc2ccccc2F)cc1	3	85*	3	-1.5	-16	-1	-0.3	7	12
O=C(N/N=C/c1c(Cl)cccc1Cl)c1ccccc1F	-1	-30	3	0.6	0.2	-5	0.3	2	10
O=C(CCC(=O)N1CCN(c2ccccn2)CC1)Nc1nnc(C(F)(F)F)s1	-4	2	-5	1.8	2.1	-2	1.1	-10	4
C/C(=N\Nc1ccc(Cl)c(C(=O)O)c1)c1cc2ccccc2o1	0	-17	6	0.3	-0.1	1	-0.1	3	25
COc1ccccc1C(=O)Nc1nnc(-c2ccco2)s1	8	32	7	0.2	-0.6	1	1.4	-5	24
O=C(CSc1nccc(=O)[nH]1)Nc1cccc(S(=O)(=O)N2CCOCC2)c1	-1	-22	5	-0.1	-0.1	2	1.0	-4	-3
N=C1SC(c2ccccc2)C(=O)N1c1ncc(Cc2ccccc2)s1 (centres undefined)	-2	63	5	1.4	2.7	5	0.1	-16	9
O=C(NCc1cccs1)C1CCCN1C(=O)Nc1cccc(Cl)c1 (centres undefined)	1	-4	1	-2.1	1.5	-2	0.4	-2	13
COc1cc(OC)cc(C(=O)NCC(=O)OCC(=O)c2cc(C)n(Cc3ccco3)c2C)c1	3	30	1	0.6	0.4	1	-0.1	-6	5
Cn1c(N2CCN(S(=O)(=O)c3ccc(F)cc3)CC2)nc2ccccc21	6	5	0	2.5	0.4	-2	1.6	-2	12
Cc1nc(SCC(=O)Nc2cccc(Cl)c2)n[nH]1	1	11	5	1.6	1.4	1	0.5	2	11
CCOc1ccc(CCNC(=O)C2CC(=O)N(C3CCCC3)C2)cc1OCC (centres undefined)	0	7	4	1.7	-4.1	-3	0.7	-6	6
CCn1nc(C(=O)Nc2ccc(S(=O)(=O)Nc3nccs3)cc2)c2ccccc2c1=O	-3	11	0	0.8	-3.2	-2	-0.2	-11	14
CCOC(=O)N1CCC(N(C(=O)Nc2ccccc2)C(C)CC)CC1 (centres undefined)	4	1	3	1.4	-0.4	-1	-0.3	-10	0
O=C(NN1C(=O)c2ccccc2NC1c1cccnc1)c1ccc([N+](=O)[O-])cc1 (centres undefined)	2	2	9	1.3	-0.2	1	1.0	-4	·
CCOc1ccc(NC(=O)CSc2nnc(CCNC(=O)c3ccc(OC)cc3)n2C)cc1	-2	-5	3	-1.7	0.7	-1	0.1	-3	-9
CCCCCC(=O)NC(=S)Nc1ccc(Cl)cn1	-1	10	3	-2.6	1.3	4	-0.8	-17	6
O/N=C/c1ccccc1OCc1ccccc1Cl	3	32	3	-1.9	-8.2	-3	0.3	-6	17
Cc1ccc(NS(=O)(=O)c2cccs2)cc1S(=O)(=O)N1CCCCCC1	-2	22	7	-0.8	0.6	0	0.7	-4	0
COc1ccc(NS(=O)(=O)CC23CCC(CC2=O)C3(C)C)cc1 (centres undefined)	2	27	8	-0.4	-1.1	2	0.8	3	7
CNC(=O)c1cc2c(=O)n3cccc(C)c3nc2n(C(C)C)c1=N	0	9	1	0.7	0.3	-1	0.8	-2	4

More results follow.
SMILES	Wee1 degr inh	CHOP inhibitor	BaF3 parental	zfTRPN1 agonist	TNF necrop inh	Ba/F3 V617F tox	TRPML3 ag	RBBP9 inhibitor	PPC-1+TRAIL kill
CCCOc1ccc(CC(CC(=O)O)(C(=O)O)C(=O)O)cc1	-5	8	5	0.5	-1.9	7	0.6	-6	11
COC(=O)c1cc(-c2ccc(Cl)cc2Cl)n[nH]1	1	18	3	0.4	-0.7	2	0.2	-6	-16
CC(NC(=O)CN1CCCC1)C12CC3CC(CC(C3)C1)C2 (centres undefined)	-1	12	3	0.7	1.1	-2	0.7	-10	14
COc1cc2c(cc1NC(=O)CCCN1C(=O)CCC1=O)oc1ccccc12	0	15	3	2.1	0.2	-4	0.5	1	22

Part of the list above, with values under each structure.
Under each structure: Wee1 degr inh	CHOP inhibitor	BaF3 parental	zfTRPN1 agonist	TNF necrop inh	Ba/F3 V617F tox	TRPML3 ag	RBBP9 inhibitor	PPC-1+TRAIL kill
COC(=O)c1cc(-c2ccc(Cl)cc2Cl)n[nH]1
→ 1	18	3	0.4	-0.7	2	0.2	-6	-16
CC(NC(=O)CN1CCCC1)C12CC3CC(CC(C3)C1)C2 (centres undefined)
→ -1	12	3	0.7	1.1	-2	0.7	-10	14
COc1cc2c(cc1NC(=O)CCCN1C(=O)CCC1=O)oc1ccccc12
→ 0	15	3	2.1	0.2	-4	0.5	1	22

Source: PubChem BioAssay (several laboratories)
